# Mot1-301 SUMO – yeast Mot1-301 growth rescue at high temperature, primary screen, SUMOylation pathway inhibitor project, S. cerevisiae, ATP luminescence, 38.5C; S. cerevisiae Mot1-301 growth rescue; percent above DMSO median, 100 means doubled; growth rescue, % at 18.8 µM; 320,000 compounds, 1% hits;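 active means every valid replicate shows activation above 250% relative to neutral control wells; inactive means the rest, any valid replicate at or below 250%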;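 further: OY570 slx delta 5 strain wells were the positive control but not used for scaling; some compounds called inactive have numbers as strong as hits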
# E coli growth – E. coli V3065 growth inhibition, primary screen, counter-screen for AddAB inhibitor project, absorbance, OD600; inhibition, % at 11.9 µM; 18 h; 330,000 compounds, 0.27% hits; AID 449728, 2010;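 active means inhibition above the campaign's mean inhibition across all tested compounds plus 3 SD, cut at about 9.9% in these data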;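 further: uninfected addAB+ strain grown without phage in ampicillin broth; 0% = DMSO wells and 100% = ciprofloxacin 0.95 µg/ml wells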
# PKA-R1A act – activators of PKA-R1A holoenzyme, primary screen, biochemical, fluorescence polarization, Cy5-IP20, bovine R1A, mouse PKAc | PKA-R1A dissociation; scaled: DMSO 0%, 113 µM cGMP 100% | activation, % at 11.4 µM | 340,000 compounds, 0.083% hits;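 active means percent activation above the mean of all tested compounds plus 3 SD, cut at about 19% in these data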;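 further: higher means more PKAc released from R1A so a rise in polarization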
# AddAB inh – growth inhibition of E. coli expressing H. pylori AddAB, primary screen, AddAB inhibitor project, absorbance. AID 435030, 2010. inhibition, % at 11.9 µM. 330,000 compounds, 0.29% hits; in the data active means inhibition above about 12%;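 further: 0% = vehicle wells of infected cells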
# phage Ecoli inh – growth loss of phage-infected E. coli, primary screen, RecBCD inhibitor project, absorbance, with phage, HTS; inhibition, % at 11.9 µM; 360,000 compounds, 0.26% hits; AID 651602, 2012; in the data active means inhibition above about 11%
# Pemphigus Ab inh – inhibitors of pemphigus antibody binding to DSG3, primary screen, biochemical, bead-based, flow cytometry, scFv-GFP; DSG3-coupled beads, scFv-anti-DSG3-GFP binding; active compounds read low; binding (percent of control), % at 10 µM; 310,000 compounds, 0.48% hits; AID 588358, 2011;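 active means binding more than 3 SD below its plate's average and above zero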;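 further: hits lower antibody fragment binding to DSG3; some compounds called inactive have numbers as strong as hits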
# HTR5A ag ctr – HTR5A agonists in luminescence cell assay, primary screen, counter-screen for OPRM1-OPRD1 heterodimer agonist project, full-deck HTS; activation, % at 9.3 µM; AID 504692, 2011; cell-based; 5-hydroxytryptamine receptor 5A (Homo sapiens), P47898; 340,000 compounds, 0.61% hits; in the data active means activation mostly above about 9.5%, no sharp cut-off; inactive means mostly below about 7.6%;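 further: 0% = cells with vehicle only and 100% = reference agonist; strong numbers were not always called active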
# PfHsp90 yeast 2 – growth inhibition of PfHsp90-expressing yeast, primary screen, antimalarial PfHsp90 inhibitor project, S. cerevisiae, BacTiter-Glo luminescence, single point, set 2; BacTiter-Glo ATP, 48 h; yeast lacking PDR1 and PDR3 efflux regulators; 310,000 compounds, 0.32% hits; inhibition, % at 9.4 µM;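 active means every replicate shows inhibition above about 80%, whatever the replicate mean, limit read from the data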;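 further: 0% = DMSO neutral controls and 100% = 20 µM radicicol positive controls; yeast relying on Plasmodium falciparum Hsp90 in place of its own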
# HTR5A inv ag – HTR5A inverse agonists in luminescence cell assay, primary screen, counter-screen for OPRM1-OPRD1 heterodimer inverse agonist project, full-deck HTS; inhibition, % at 9.3 µM; 340,000 compounds, 0.083% hits; 5-hydroxytryptamine receptor 5A (Homo sapiens), P47898; HTR5A cell line, inverse agonism; in the data active means inhibition mostly above about 23%, no sharp cut-off; inactive means mostly below about 18%;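 further: 0% = cells with DMSO and 100% = no-cell wells with DMSO; some compounds called inactive have numbers as strong as hits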
# OPRM1-OPRD1 ag – agonists of OPRM1-OPRD1 heterodimerization, primary screen, cell-based, luminescence. Mu-type opioid receptor (Homo sapiens) + Delta-type opioid receptor (Homo sapiens), …. cells. activation, % at 9.3 µM. 340,000 compounds, 0.3% hits; in the data active means activation above about 18%;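 further: 0% = vehicle-treated cells and 100% = reference agonist; values of inactives mirror those of a sister screen read the other way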
# Target sequence (P35372 whole entry, looked up): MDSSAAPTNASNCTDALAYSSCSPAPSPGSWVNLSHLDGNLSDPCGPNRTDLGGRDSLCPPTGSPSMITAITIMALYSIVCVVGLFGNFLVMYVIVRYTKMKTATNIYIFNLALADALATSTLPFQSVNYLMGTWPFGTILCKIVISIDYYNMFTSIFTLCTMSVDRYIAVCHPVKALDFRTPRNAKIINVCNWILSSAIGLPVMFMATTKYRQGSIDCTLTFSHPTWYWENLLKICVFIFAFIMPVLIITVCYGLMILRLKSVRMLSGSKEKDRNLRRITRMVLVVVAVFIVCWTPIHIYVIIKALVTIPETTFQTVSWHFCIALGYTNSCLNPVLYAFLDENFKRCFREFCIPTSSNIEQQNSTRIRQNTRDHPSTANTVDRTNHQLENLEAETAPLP
# Target sequence (P41143 whole entry, looked up): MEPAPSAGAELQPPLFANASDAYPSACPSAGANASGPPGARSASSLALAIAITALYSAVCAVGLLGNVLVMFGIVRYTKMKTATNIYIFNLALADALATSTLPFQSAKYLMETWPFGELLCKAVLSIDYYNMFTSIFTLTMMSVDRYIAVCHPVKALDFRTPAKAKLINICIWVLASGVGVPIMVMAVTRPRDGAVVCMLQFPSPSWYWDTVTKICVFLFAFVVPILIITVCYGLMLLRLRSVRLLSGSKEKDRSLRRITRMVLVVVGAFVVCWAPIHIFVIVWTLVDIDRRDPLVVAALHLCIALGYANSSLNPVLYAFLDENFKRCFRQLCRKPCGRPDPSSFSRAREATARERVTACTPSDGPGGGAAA
# OPRM1-OPRD1 inv – inverse agonists of MOR-DOR heterodimerization, primary screen, cell-based, luminescence | Mu-type opioid receptor (Homo sapiens) + Delta-type opioid receptor (Homo sapiens), … | 340,000 compounds, 0.21% hits | cell-based MOR-DOR heterodimer luminescence, inverse agonism | inhibition, % at 9.3 µM; in the data active means inhibition above about 22%, passing the limit was not always enough;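 further: 0% = cells with DMSO and 100% = wells without cells with DMSO; values of inactives mirror those of a sister screen read the other way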
# Numbers without * were called inactive; . = not tested or not shown.
SMILES,Mot1-301 SUMO,E coli growth,PKA-R1A act,AddAB inh,phage Ecoli inh,Pemphigus Ab inh,HTR5A ag ctr,PfHsp90 yeast 2,HTR5A inv ag,OPRM1-OPRD1 ag,OPRM1-OPRD1 inv
COc1ccc(CCNC(=O)c2noc(C)c2[N+](=O)[O-])cc1OC,-8.6,2.0,1.1,-0.2,1.5,95.5,-3.0,3.7,11.4,-2.7,12.2
CCN(CCC(=O)O)c1ccccc1,7.6,0.7,4.2,-1.8,2.0,106.3,-1.3,4.3,-6.8,-2.3,13.1
C=C(C)c1nc(Oc2ccccc2)nc(Oc2ccccc2)n1,.,.,-11.3,.,2.6,89.2,4.9,-20.1,-19.2,4.3,-22.2
COc1cccc(OC)c1C(=O)Nc1ccc([N+](=O)[O-])cn1,9.6,-0.5,-11.5,3.0,1.2,104.3,0.6,5.1,-2.0,-2.2,11.8
COc1ccc(N2C(=O)CC(N(Cc3ccco3)C(=O)CCC(=O)O)C2=O)cc1 (stereo not given),12.9,3.8,5.0,7.0,-0.3,110.6,-1.8,12.8,12.2,-1.2,6.2
COC(=O)CSc1nc(N)c(C#N)c(-c2ccco2)c1C#N,9.2,-1.3,-14.3,3.8,0.5,.,-5.0,16.8,12.4,-1.4,5.7
O=[N+]([O-])c1ccc(OCCO)c(P(=O)(c2ccccc2)c2ccccc2)c1,-4.8,0.8,3.3,2.0,3.6,100.7,-1.3,-1.7,-0.4,-1.8,9.1
Cc1ccccc1CSc1ncc(C#N)c(N)n1,3.5,1.0,-0.8,2.8,-0.2,104.2,2.2,-14.7,16.6,-2.7,14.2
N#Cc1ccccc1Sc1ccccc1C(=O)Nc1ccc(Br)cc1,-6.2,4.8,-0.6,0.0,2.4,100.2,-2.8,-9.8,10.2,-1.6,7.7
COc1ccc(OC)c(NC(=O)C2CCN(S(=O)(=O)c3ccc4c(c3)OCCO4)CC2)c1,95.9,-0.5,-7.4,-1.5,0.5,91.4,-8.1,.,-10.0,-2.8,14.8
O=C(c1ccco1)N1CCN(Cc2cc(=O)c(OCc3ccc([N+](=O)[O-])cc3)co2)CC1,0.2,-2.8,-2.3,-1.2,-0.7,97.3,-3.5,-2.8,18.4,-0.4,2.7
O=C(CCNS(=O)(=O)c1cccc2nsnc12)NCc1ccccc1,26.2,0.6,-1.4,0.7,-0.6,91.2,0.7,0.6,-2.1,0.6,-5.0
CCOC(=O)/C(C#N)=C1/C=CN(C)C=N1,8.2,-1.2,-4.5,-1.5,0.2,.,0.4,22.0,0.7,-1.7,8.7
Cc1ccc(NC(=O)CCNS(=O)(=O)c2ccc3c(c2)c(=O)n(C)c(=O)n3C)cc1C,.,0.4,-7.7,0.0,2.0,105.1,1.5,-37.7,-9.9,-1.9,10.3
CC(COc1cccc2ccccc12)CN1CCN(C)CC1 (stereo not given),10.4,0.2,3.1,1.9,-0.6,99.0,-1.5,.,-25.3,2.3,-13.3
O=C(NCc1ccccc1Cl)C1CCCN1C(=O)NC1CCCCC1 (stereo not given),1.4,.,-9.3,.,10.2,113.8,3.4,20.1,-9.4,-2.1,10.6
CCOc1cnc(-c2ccc(Cl)cc2)o1,1.0,-0.2,-3.1,3.0,1.3,95.6,-1.0,-5.3,-3.8,-3.4,15.7
CCOc1ccc(CC(=O)N/N=C/c2cccnc2)cc1OCC,-10.3,1.4,17.5,1.0,2.5,98.2,2.7,1.4,3.0,-3.7,20.7
CC1CN(C(=O)CS(=O)(=O)Cc2ccccc2)CC(C)O1 (stereo not given),238.0,-1.6,-0.1,4.4,1.0,109.2,3.9,-4.0,3.0,0.3,-1.9
COC(=O)c1ccc2c(c1)sc(=NC(=O)CCS(=O)(=O)c1ccccc1)n2C,6.3,-1.2,4.0,3.1,1.8,102.5,5.8,.,-15.8,0.1,-0.7
CCN(CC)CCn1c(=N)n(CC(O)COc2cccc(C)c2)c2ccccc21 (stereo not given),-9.9,-0.4,.,1.0,4.2,.,.,22.2,.,.,.
O=C(CCCCCN1C(=O)c2cccc([N+](=O)[O-])c2C1=O)Nc1ccccc1F,5.9,-1.0,-1.5,1.5,2.7,103.7,-0.3,12.7,1.0,-0.2,0.8
Cc1cc(C)n(CC(=O)Nc2ccc([N+](=O)[O-])cc2)n1,-31.0,2.0,2.8,2.5,0.3,101.7,-2.2,-6.4,-16.8,-0.1,0.3
c1ccc2cc(-c3csnn3)ccc2c1,380.5,0.2,-11.6,3.5,2.7,.,-8.8,-19.9,22.2,-1.0,4.4
CC1(C)O[C@@H]2[C@H](O1)[C@@H](CO)O[C@H]2n1cnc2c(=O)[nH]cnc21,-1.9,1.4,-3.6,3.2,4.6,104.8,0.9,-19.1,1.3,-0.2,1.4
# Continuation.
SMILES,Mot1-301 SUMO,E coli growth,PKA-R1A act,AddAB inh,phage Ecoli inh,Pemphigus Ab inh,HTR5A ag ctr,PfHsp90 yeast 2,HTR5A inv ag,OPRM1-OPRD1 ag,OPRM1-OPRD1 inv
CC(=O)Nc1ccc(NC(=O)CN(C)S(=O)(=O)c2ccc3ccccc3c2)cc1,9.6,-0.9,-15.2,-0.4,-2.3,108.5,1.8,-13.0,-4.7,0.6,-2.3
COc1cc(NS(=O)(=O)c2cc3c(cc2C)NC(=O)CO3)cc(OC)c1,8.3,0.0,3.9,-2.2,1.5,115.1,2.8,14.0,-17.0,0.4,-2.4
Cc1ccc([N+](=O)[O-])cc1NC(=S)NC(=O)c1cccnc1,84.3,-1.5,-11.6,0.7,2.0,78.7,-2.5,-5.3,14.3,-4.5,28.1
Cc1sc2ncnc(NS(=O)(=O)c3ccc(Cl)cc3)c2c1C,11.3,1.7,-4.8,4.5,3.7,109.9,-6.3,-64.6,15.6,-0.9,3.6
COc1ccccc1/C=N/Nc1nc(C)cc(C)n1,8.5,-0.7,3.8,0.2,-0.5,96.6,-3.1,0.6,18.0,-1.2,6.1
Cc1cc(NC(=O)CSc2nnc(C3CC3)n2N)no1,-9.2,1.0,8.5,1.1,-0.6,93.7,3.0,5.7,5.2,0.0,-0.2
O=C(COc1ccc(F)cc1)Nc1cc(Cl)ccc1-n1cncn1,14.6,-1.5,3.3,-0.5,4.0,99.7,0.3,.,-0.9,-0.1,0.9
COc1ccc(Cl)cc1NC(=O)C(C)Sc1nncn1C (stereo not given),-11.5,-1.2,-6.5,3.1,2.9,.,-1.1,-1.3,2.8,-3.0,12.4
CC1(C)CC(=O)C=C(c2ccc(F)cc2OCc2ccccc2)C1,-1.1,1.2,-13.8,1.6,1.6,101.9,0.9,-2.4,-19.9,5.5,-30.6
Cc1cc(C(=O)Nc2cc(C(F)(F)F)ccc2N2CCOCC2)no1,-5.6,-2.0,-8.0,0.3,-2.3,.,2.1,-8.0,-21.9,1.6,-8.4
CC(=O)NC1(c2cccc(F)c2)CCN(C(=O)Nc2ccc(C#N)cc2)CC1,410.2,2.8,1.9,0.8,3.8,.,-4.3,-12.5,-15.3,-1.2,7.6
Cc1nc(SCC(=O)c2c(N)n(C3CC3)c(=O)[nH]c2=O)[nH]c(=O)c1CCO,2.6,2.1,1.8,2.8,0.8,99.3,-4.9,.,12.1,-4.2,18.1
CCc1cc2c(NC(Cc3ccccc3)C(=O)O)nc(C)nc2s1 (stereo not given),12.5,-0.1,-0.1,0.2,1.3,116.4,-1.5,3.5,5.0,-3.3,16.2
O=C(/C=C/c1cccc(Oc2ccccc2)c1)N1CCOCC1,-11.4,1.2,-9.3,4.3,3.0,101.7,-1.5,-1.7,3.5,-1.2,6.2
O=C(O)C(Cc1ccccc1)N1CCS(=O)(=O)CC1 (stereo not given),0.0,-0.1,0.0,1.1,5.0,105.0,-3.9,-19.8,10.8,-2.4,12.5
CC/C(=N/Nc1cccc(Cl)c1)c1cnnc(SC)n1,25.8,-0.8,3.2,0.2,5.8,105.4,10.4,-21.8,-27.8,-1.4,8.6
COC(=O)c1c(NC(=O)C(=O)NCC2CCCO2)sc2c1CC(C)(C)OC2 (stereo not given),-7.0,-2.4,2.1,3.0,1.6,109.7,-2.5,14.2,9.2,-3.8,18.8

# Bioassay records from PubChem BioAssay.
